Screening data deposited in PubChem BioAssay by National Center for Advancing Translational Sciences (NCATS).
S3 lipid droplet: qHTS Assay for Lipid Storage Modulators in Drosophila S3 Cells; 0.64% of 320,000 active; lipid storage change, negative = inhibition, % at the top dose, mostly 46.1 µM; hits show Potency in µM; Drosophila S3 cells, BODIPY lipid droplet fluorescence, 18-24 h; cells fed with added oleic acid; active means well fitted inhibition curve with a large enough effect in the signal ratio, with a control signal flat, not every such curve was filed as active; inconclusive means small, poorly fitted or top-dose-only effect, or effect the other way, or a change in a side signal; the % refers to the signal ratio
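Laser-scanning cytometry quantifies lipid droplet accumulation (500–530 nm total intensity; droplet/cell object ratio) in oleic acid-fed (400 uM added) Drosophila S3 cells treated with a concentration series. 20 uM Triacsin C defined 100% inhibition.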
S3 lipid droplet cell count max: further read-out of S3 lipid droplet, marked with its call; cell number change, %; measured here: cell count max response;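 cells counted by Cell Tracker Red CMTPX staining in the red channel; peak over a dose series mostly up to 46.1 µM; percent activity relative to internal control wells on each plate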
An asterisk follows results filed as active; i = inactive; u = inconclusive; x = not tested or not shown. On the % scale 0 is the no-effect control and ±100 the full control effect; potency means the concentration at half of the fitted maximal effect.

SMILES | S3 lipid droplet | S3 lipid droplet cell count max
CC(C)(C)c1ccc(C(=O)NCCCNC(=O)c2ccco2)cc1 | u | x
O=C(N/N=C/c1ccccn1)c1ccncc1 | u | x
Cc1ccc(S(=O)(=O)N2CCOCC2)cc1C(=O)N1CCCC1 | u | x
Nc1cc(=O)nc(SCC(=O)N2CCN(c3ccccc3)CC2)n1-c1ccccc1 | 1% | 12
COc1ccc(S(=O)(=O)N2CCC(C(=O)N[C@@H](C)C(=O)NCc3cccc(OC)c3)CC2)cc1 | i | -14
COc1ccc(CCNc2c(C)c(C)nc3ncnn23)cc1 | u | x
Cc1ccnc(NC(=O)c2ccc3c(c2)OCO3)c1 | 18% | 3
CC(c1ccccc1)n1c(NCCCn2ccnc2)nc2c1c(=O)[nH]c(=O)n2C (stereo unspecified) | u | x
Cc1ccc(C(=O)Nc2cccc(C(=O)N3CCOCC3)c2)cc1 | u | x
O=C(NC1CC1)c1cccc(NC(=O)c2cc(S(=O)(=O)N3CCOCC3)ccc2Cl)c1 | -6% | -3
CSc1oc(-c2ccccc2)nc1C(N)=O | u | x
CSc1ncccc1C(=O)NC1CCCc2c1cnn2-c1ccc(C)c(C)c1 (stereo unspecified) | u | x
COc1ccccc1C1CCN(C(=O)c2cnn(-c3ccccc3)c2C)CC1 | u | x
O=S(=O)(c1ccccc1)c1nc(-c2ccco2)oc1NCCCn1ccnc1 | u | x
CCCc1cc(C(=O)Nc2ccc(C(C)=O)cc2)no1 | 24% | x

In a second layout: entries from further up.
Below each compound – S3 lipid droplet	S3 lipid droplet cell count max
CC(C)(C)c1ccc(C(=O)NCCCNC(=O)c2ccco2)cc1
    u	x
O=C(N/N=C/c1ccccn1)c1ccncc1
    u	x
O=S(=O)(c1ccccc1)c1nc(-c2ccco2)oc1NCCCn1ccnc1
    u	x

Carrying on.
SMILES | S3 lipid droplet | S3 lipid droplet cell count max
Cc1ccccc1OCc1nc2ccccc2n1C | u | x
CN1CCCC(OC(=O)c2cc(F)c(F)c(F)c2F)C1 (stereo unspecified) | u | x
O=C(CN(Cc1ccc(F)cc1)C(=O)CCC(=O)Nc1nccs1)NCc1ccccc1 | u | x
CCN(CC)C(=O)CCS(=O)(=O)c1cccc2nonc12 | u | x
CCN(CC)CCCNC(=O)CNC(=O)c1nn(-c2ccc(OC)cc2)c(=O)c2ccccc12 | u | x
O=C(Nc1ccccc1)c1ccc(S(=O)(=O)NCC2CCCO2)cc1 (stereo unspecified) | u | x
CCCn1c(N)c(N(CCOC)C(=O)c2cc(S(=O)(=O)N3CCCCCC3)ccc2OC)c(=O)[nH]c1=O | 1% | 13
CCC(=O)Nc1cccc2cccnc12 | u | x
CCOc1ccccc1C1C2CCCCC2(O)CCN1C(=O)c1cccs1 (stereo unspecified) | 12% | -3
O=C(Nc1cc(S(=O)(=O)Nc2ccccc2Cl)ccc1O)c1sc2cc(Cl)ccc2c1Cl | u | x
O=C1S/C(=C/c2ccc(N3CCOCC3)o2)C(=O)N1Cc1c(F)cccc1Cl | u | x
O=C(c1cccs1)N(Cc1cc2ccccc2[nH]c1=O)CC1CCCO1 (stereo unspecified) | u | x
COc1ccc(S(=O)(=O)N/N=c2\oc3c(OC)cccc3cc2S(=O)(=O)c2ccc(C)cc2)cc1OC | 1% | -5
Cc1ccc(/C=C2\SC(=S)N(c3cccnc3)C2=O)o1 | 19% | 16
CNC(=O)c1ccc(NC(=O)CCc2c(C)noc2C)cc1 | 7% | 5

In another format: results already given
SMILES	S3 lipid droplet	S3 lipid droplet cell count max
CCN(CC)CCCNC(=O)CNC(=O)c1nn(-c2ccc(OC)cc2)c(=O)c2ccccc12	u	x
CCCn1c(N)c(N(CCOC)C(=O)c2cc(S(=O)(=O)N3CCCCCC3)ccc2OC)c(=O)[nH]c1=O	1%	13
CCN(CC)C(=O)CCS(=O)(=O)c1cccc2nonc12	u	x
CNC(=O)c1ccc(NC(=O)CCc2c(C)noc2C)cc1	7%	5

The results go on:
SMILES | S3 lipid droplet | S3 lipid droplet cell count max
CCc1ccc(N2CC(C(=O)Nc3cccnc3)CC2=O)cc1 (stereo unspecified) | u | x
CC(=O)N1C(Nc2ccc(Cl)cc2)CCN1c1ccccc1 (stereo unspecified) | u | x
CCOc1ccc(C2C(C(=O)c3ccco3)=C(O)C(=O)N2CCCn2ccnc2)cc1OCC (stereo unspecified) | u | x
Cc1nc2sc3c(=O)[nH]nnc3c2c(C)c1Br | 8% | 8
COc1ccc(OC(=O)c2ccc3nsnc3c2)cc1 | u | x
CC(=O)NCCn1c(SCC(=O)NCCC2=CCCCC2)nc2ccccc2c1=O | u | x
CC(C)C12CN3CC(C(C)C)(CN(C1)C3c1ccc([N+](=O)[O-])o1)C2=O (stereo unspecified) | 9% | 12
Cn1cc(S(=O)(=O)NCc2cccs2)c(=O)n(C)c1=O | u | x
FC(F)Sc1ccc(Nc2ncnc3nc[nH]c23)cc1 | 0% | -13
O=C(c1c[nH]c(=O)n(-c2ccccc2)c1=O)N1CCc2ccccc21 | 23% | x
CCn1c(N2CCN(S(=O)(=O)c3ccccc3C(F)(F)F)CC2)nc2ccccc21 | u | x
Cc1ccc(S(=O)(=O)N2CCOCC2)cc1NC(=O)c1cc2c(s1)CCC2 | u | x
CN(CCc1ccccn1)C(=O)CCC1CCCN(C(=O)c2c(F)ccc(F)c2F)C1 (stereo unspecified) | 5% | 3
O=S(=O)(NCc1ccccn1)c1ccc(Cl)s1 | -17% | -10
COc1ccc(NC(=O)CN(C)C(=O)CCc2ccccc2)cc1 | u | x
O=C(CCn1c(=O)c2ccccc2n(CC(=O)N2CCN(c3ccccc3)CC2)c1=O)NCc1ccco1 | 9% | x
COc1ccc(C(CNC(=O)c2cc3ccccc3o2)N2CCCC2)cc1 (stereo unspecified) | u | x
CCCS(=O)(=O)N1CCCC(C(=O)NCCN(CC)c2ccccc2)C1 (stereo unspecified) | u | x
O=C(CN1CCOc2ccccc21)NC1CCN(Cc2ccccc2)CC1 | u | x
Cc1ccc(CNC(=O)c2ccc(N3CCC4(CC3)CC(c3ccccc3)=NO4)c(NC(=O)c3ccc(Br)cc3)c2)cc1 | u | x
CC(=O)Nc1ccc(NC(=O)CCCc2ccccc2)cc1 | i | -6
Cc1cc(NC(=O)COC(=O)c2cccc(S(=O)(=O)N(C)C3CCCCC3)c2)no1 | u | x
COC(=O)c1cn(NC(=O)Cc2ccc(Cl)cc2)c(=O)c2ccccc12 | u | x
COc1ccc(/C=N/Nc2ncc(Br)cn2)c(OC)c1 | u | x
CCn1cc(CNC(=O)c2ccc(Cl)c([N+](=O)[O-])c2)c(C)n1 | u | x
Cc1ccc(CCNC(=O)CN(c2ccc(C)cc2)S(=O)(=O)c2c(C)noc2C)cc1 | i | -17
CCCC(C)c1nnc(NC(=O)c2cc(C(=O)OC)cc([N+](=O)[O-])c2)s1 (stereo unspecified) | 3% | -13
CN1CCN(NC(=S)NC2CCCC2)CC1 | u | x
CCCCN(C(=O)c1ccc2c(c1)S(=O)(=O)N=C1CCCCCN12)c1c(N)n(CCCC)c(=O)[nH]c1=O | u | x
COc1ccc(-n2c(Cc3cccn3C)nnc2SCC(=O)Nc2ccccc2)cc1 | i | x
CC(C)OCCCNC(=O)C1CCN(S(=O)(=O)N2CCCCC2)CC1 | 4% | -10
CC(=O)c1ccc(NC(=O)C(C)Sc2nnnn2C)cc1 (stereo unspecified) | u | x
NC(=O)N/N=C/c1sc(=O)n(-c2ccccc2)c1Cl | 8% | 29
O=S(=O)(c1cccc(Cl)c1)N1CN(CC2CCCO2)c2nc3ccccc3nc21 (stereo unspecified) | u | x
C=CCC1c2cccc(C(=O)O)c2C(=O)N1c1ccc(Cl)cc1 (stereo unspecified) | u | x
O=C(COC(=O)c1c2c(nc3ccccc13)/C(=C\c1cccs1)CCC2)Nc1ccccc1 | u | x
COc1ccc(S(=O)(=O)N2CCC(C(=O)Oc3c(OC)cccc3OC)CC2)cc1OC | u | x
O=C(c1ccc(C(F)(F)F)cc1)N1CCN(S(=O)(=O)c2ccc3c(c2)OCCCO3)CC1 | 16% | 4
Nc1ccc(N2CCN(c3ccc(F)cc3)CC2)cc1 | -21% | -19
O=C(CSc1nnc(Cn2nnc(-c3ccccc3)n2)n1-c1ccccc1)Nc1ccc(F)cc1 | i | x
CC(C)C[C@H](NC(=O)N1CCn2c1nc1ccccc12)C(=O)NCc1ccc2c(c1)OCO2 | u | x
Cc1cc[n+](C(C)C(=O)c2ccc(Cl)cc2)cc1 (stereo unspecified) | 14% | 6
CC(C)NC(=O)c1cc2cc(Br)ccc2oc1=O | u | x
Cc1c(C(=O)Nc2cc(F)cc(F)c2)cnn1-c1ccccc1 | u | x
CCCC(=O)Nc1sc2c(c1C(=O)OC)C(C(=O)OC)CC2 (stereo unspecified) | -7% | -10

2 of the compounds above, with values ahead of the structure:
S3 lipid droplet,S3 lipid droplet cell count max,Compound
u,x,CC(c1ccccc1)n1c(NCCCn2ccnc2)nc2c1c(=O)[nH]c(=O)n2C (stereo unspecified)
u,x,Cc1ccc(C(=O)Nc2cccc(C(=O)N3CCOCC3)c2)cc1

Remaining list, next part.
SMILES | S3 lipid droplet | S3 lipid droplet cell count max
Cc1nc(Nc2cccc(C(F)(F)F)c2)nc2c1C(=O)CC(C)C2 (stereo unspecified) | u | x
O=C(Nc1ccc(F)cc1)/C(=C1/CCCCCN1)[N+](=O)[O-] | -9% | 18
COc1ccc2o/c(=N/NC(=S)Nc3ccccc3)c(C(N)=O)cc2c1 | 8% | 14
Nc1ccc(C(=O)Nc2ccc(Nc3ccncc3)cc2)cc1 | u | x
COc1ccc(C2=NN(Cc3ccccc3)C3C(=O)NC(=O)C23)cc1 (stereo unspecified) | i | x
COCCCNC(=O)Nc1ccc(Br)cc1Cl | i | x
O=C(CCl)Nc1ccc2c(c1)OCO2 | -4% | x
COc1cccc(CN2CCN(Cc3cccc(Br)c3)CC2)c1OC | -20% | -10
O=C1CCC(N2C(=O)c3ccccc3C2=O)C(=O)N1 (stereo unspecified) | u | x
COCC(C)NC(C(=O)Nc1ccc(C)c(Cl)c1)c1ccccc1 (stereo unspecified) | u | x
Cc1ccc(N2C(N)=C(C#N)C(c3cccs3)C3=C2CC(C)(C)CC3=O)cc1 (stereo unspecified) | u | x
CC(=O)NCC(=O)NC1(C(=O)NC2CCCC2)CCCCC1 | u | x
CCOc1ccc2[nH]c3nc(SCC(=O)OC(C)C)nnc3c2c1 | u | x
Cc1[nH]c(=O)[nH]c(=O)c1Cc1cccc2ccccc12 | u | x
Nc1ncnc(NCc2ccc(F)cc2)c1[N+](=O)[O-] | -1% | -7
CCc1cccc(CC)c1NC(=O)COC(=O)/C(C#N)=C/c1ccc(OC)cc1 | 23% | 7
CC(=O)Nc1nnc(S(=O)(=O)N2CCN(c3ccc([N+](=O)[O-])cc3Cl)CC2)s1 | i | -24
Cc1ccc(NC(=O)CN2CCN(c3ccccn3)CC2)c(Cl)c1 | i | x
COc1ccc(OC)c(-n2c(O)cnc2Nc2nc(C)cc(C)n2)c1 | 4% | 0
C=Cc1ccc(CN2CCCN(Cc3ccc(F)cc3)S2(=O)=O)cc1 | -16% | -1
COc1ccc(/C=C(/NC(=O)c2cccs2)C(=O)NCc2ccco2)cc1OC | u | x
Cc1nc(SCC(=O)Nc2ccc3c(c2)OCCO3)c2oc3ccccc3c2n1 | u | x
CCC(=NCc1ccccc1)c1c(C(F)(F)F)[nH]n(-c2nc3ccccc3s2)c1=O | u | x
COc1cc(/C=C(\C#N)c2ccccn2)cc(OC)c1O | -25% | -1
C=C(C)COc1ccc(-c2ncncc2Oc2ccc(OC)cc2)c(O)c1 | i | -7
O=S(=O)(/N=C(\c1ccccc1F)N1CCCCC1)c1ccccc1 | -5% | 0
O=C(NC1CCCCC1)N1CCN(Cc2ccco2)CC1 | -2% | 13
COc1ccc(C2C(C#N)=C(SC)NC3=C2C(=O)CC(C)(C)C3)cc1 (stereo unspecified) | u | x
COC(=O)c1cc(OC)c(OC)cc1NC(=O)c1ccc(C)cc1 | u | x
CCOc1ccccc1C1CC(=O)NC(SCC(=O)Nc2nccs2)=C1C#N (stereo unspecified) | u | x
COc1ccc(Cl)cc1NC(=O)CSc1nc(C)cc(C)n1 | -3% | 0
Cc1ccc(NC2=CC(=O)CC(C)(C)C2)cc1C | u | x
NS(=O)(=O)c1ccc(CNC(=S)NC2CCCC2)cc1 | u | x
CCSc1nnc(NC(=O)CSc2nnc(-c3c[nH]c4ccccc34)n2CC)s1 | i | 11
Cc1nc2sc(C(c3ccc(Br)cc3)N3CC(C)OC(C)C3)c(O)n2n1 (stereo unspecified) | u | x
CC12CCC(C(=O)NNc3ccc([N+](=O)[O-])cc3)(OC1=O)C2(C)C (stereo unspecified) | u | x
COc1ccc(-c2noc(N3CCC(C(=O)N(C)c4ccccc4)CC3)n2)cc1 | u | x
CC(=O)N(C)c1ccc(NC(=O)COc2ccc(Br)cc2C)cc1 | u | x
O=C(O)COc1ccccc1/C=N/NC(=O)c1ccc2c(c1)OCCO2 | -9% | 19

Three entries from above in another layout:
compound	S3 lipid droplet	S3 lipid droplet cell count max
NS(=O)(=O)c1ccc(CNC(=S)NC2CCCC2)cc1	u	x
CCSc1nnc(NC(=O)CSc2nnc(-c3c[nH]c4ccccc34)n2CC)s1	i	11
Cc1nc2sc(C(c3ccc(Br)cc3)N3CC(C)OC(C)C3)c(O)n2n1 (stereo unspecified)	u	x

This is a subset. The share of hits here may be higher or lower than overall.
